Compound activity: PubChem, National Center for Advancing Translational Sciences (NCATS)
PNC assembly inh: perinucleolar compartment assembly inhibition; PC3M PTB-GFP, PNC prevalence imaging, 16 h; hits give low values; activity change (PNC), negative = inhibition, % at 10 µM; actives 3.1% (n = 140,000); AID 2417;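 active means readout at or below -70, meaning at least 70% loss of cells showing the perinucleolar compartment, a nuclear body marking cancer cells; inconclusive means readout between -30 and a set limit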;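 further: plate controls were DMSO wells for no effect and camptothecin positive control wells for full effect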
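PC3M cells stably expressing PTB-GFP, 750–1000 cells/well, treated 16 h at 37 °C with compound (23 nl of library stock), in duplicate. After paraformaldehyde fixation and Hoechst stain, imaged at 20x; PNC prevalence scored by image analysis.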
IMPase inh: IMPase inhibition in cells; 120,000 tested, under 10 active; CHO-M1 cells, IP1 accumulation, HTRF TR-FRET ratio; AID 901; inhibition (IP1 accumulation), % at 46.1 µM; P97697; active means well fitted curve in the direction sought with a large enough effect in the signal ratio, not every such curve was filed as active; inconclusive means small, poorly fitted or top-dose-only effect, or a change in a side signal; inactive means no such curve, though single readings can be large or run the other way; the % refers to the signal ratio;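 further: cells stimulated with carbachol in lithium chloride buffer; plate controls were DMSO basal wells for no effect and reference inhibitor wells for full effect; higher means more IMPase inhibition seen as more IP1 and lower FRET ratio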
Target sequence (P97697 whole entry, looked up): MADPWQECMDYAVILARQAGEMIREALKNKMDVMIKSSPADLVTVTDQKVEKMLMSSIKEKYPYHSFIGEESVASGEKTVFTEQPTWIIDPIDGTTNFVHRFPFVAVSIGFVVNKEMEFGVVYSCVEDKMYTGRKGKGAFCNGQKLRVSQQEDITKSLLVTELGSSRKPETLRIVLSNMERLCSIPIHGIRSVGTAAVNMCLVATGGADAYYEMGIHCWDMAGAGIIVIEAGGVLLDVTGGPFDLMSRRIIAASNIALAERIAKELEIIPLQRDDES
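In this qHTS, compounds (final up to 46 uM) act on CHO-M1 cells that are then activated through the M1 receptor with carbachol, in pH 7.4 buffer containing 50 mM LiCl, for 30 min. IP1 accumulation is quantified by the IP-One immunoassay.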
15-hLO-2 inh: inhibitors of human 15-lipoxygenase 2 (ALOX15B). O15296. purified 15hLO-2, xylenol orange hydroperoxide absorbance. Potency, µM (titrated, usually from 57.1 µM), without a hit: top-dose activity change, negative = inhibition, hits mostly inhibitors. actives 0.56% (n = 110,000). AID 881; further: potency means the concentration at half of the fitted maximal effect; nearly all actives have a fitted effect of over 60% in size; many of its hits are not listed in these tables
Target sequence (O15296 whole entry, looked up): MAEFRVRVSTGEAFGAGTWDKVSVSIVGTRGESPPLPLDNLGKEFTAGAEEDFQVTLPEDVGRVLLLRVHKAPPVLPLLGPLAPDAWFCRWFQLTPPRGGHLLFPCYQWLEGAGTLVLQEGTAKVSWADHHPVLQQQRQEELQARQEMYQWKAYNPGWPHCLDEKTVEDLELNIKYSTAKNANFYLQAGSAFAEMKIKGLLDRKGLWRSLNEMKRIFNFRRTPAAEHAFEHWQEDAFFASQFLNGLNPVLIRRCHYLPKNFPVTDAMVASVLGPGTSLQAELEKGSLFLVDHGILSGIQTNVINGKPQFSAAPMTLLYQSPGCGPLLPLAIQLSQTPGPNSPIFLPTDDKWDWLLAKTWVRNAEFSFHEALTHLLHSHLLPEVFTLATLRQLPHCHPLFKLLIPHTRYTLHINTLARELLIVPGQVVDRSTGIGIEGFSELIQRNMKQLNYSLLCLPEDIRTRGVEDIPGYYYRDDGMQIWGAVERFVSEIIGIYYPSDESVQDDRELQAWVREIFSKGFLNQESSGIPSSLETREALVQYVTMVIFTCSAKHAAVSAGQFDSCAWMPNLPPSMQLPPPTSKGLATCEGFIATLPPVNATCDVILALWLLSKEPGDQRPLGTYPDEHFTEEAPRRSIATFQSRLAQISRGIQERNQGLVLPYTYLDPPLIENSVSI
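Screening format was qHTS against 50 nM purified 15hLO-2 in Hepes pH 7.5 with detergent. Activity follows hydroperoxide formation from 45 uM arachidonic acid, measured as 573:405 nm absorbance ratio of the ferric-xylenol orange complex.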
ALOX12 inhib: 12-hLO (ALOX12) enzyme inhibition | Potency, µM (series often up to 57.1 µM), inactives show at the top dose activity change, negative = inhibition, actives largely listed as inhibitors | P18054 | purified 12-hLO, xylenol orange hydroperoxide absorbance | actives 0.12% (n = 150,000); further: potency means the concentration at half of the fitted maximal effect; nearly all actives have a fitted effect of over 55% in size; many of its hits are not listed in these tables
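Xylenol orange chromogenic assay: hydroperoxide from 12hLO oxidises Fe(II), giving red-shifted Fe(III)-XO absorbance. Conditions: 150 nM enzyme, 40 uM arachidonic acid, 25 mM Hepes pH 7.0, 0.01% Triton X-100, 30 min, room temperature.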
Active calls of the source: *; ? = inconclusive; nt = no result given; & = joins results of further samples; [ ] = remark or other dose. Unless noted, the call rests on the fitted dose curve; in most records, active means well fitted curve in the direction sought with a large enough effect; inconclusive means small, poorly fitted or top-dose-only effect, or another doubt; inactive means no such curve, though single readings can be large; an effect the other way counts as inactive or inconclusive. Unless noted, on the % scale 0 is the no-effect control and ±100 the full control effect. Not all compounds are listed (hit frequency here may not be typical).

cpd	Structure	ALOX12 inhib	15-hLO-2 inh	IMPase inh	PNC assembly inh
1	O=C(CSc1nc2c([nH]c3ccccc32)c(=O)n1-c1ccc(F)cc1)NCc1ccco1	-4%	-7%	15	-12
2	Oc1c(CN2CCOCC2)ccc(CN2CCOCC2)c1O	-9%[11.4 µM]	18%[11.4 µM]	nt	nt
3	O=C(NCc1nc2ccccc2[nH]1)c1cccc(S(=O)(=O)N2CCOCC2)c1	0%	-5%	-1	-10
4	COc1ccc(NC(=O)CSc2nnc(CN3CCOCC3)n2-c2ccccc2)cc1Cl	3%	1%	-10	?
5	Fc1ccc(-c2nn3c(C4COc5ccccc5O4)nnc3s2)cc1 (configuration not stated)	-6%	-5%	-3	27
6	O=C(NC1CCCc2ccccc21)C1CCN(S(=O)(=O)N2CCCCCC2)CC1 (configuration not stated)	-8%	-2%	-3	-21
7	CCN(CC)C(NC(=O)Cc1ccccc1)C(Cl)(Cl)Cl (configuration not stated)	3%	4%	1	-8
8	CCOC(=O)c1[nH]c(=O)[nH]c1COC(=O)c1cc2ccccc2o1	-2%	-3%	3	-26
9	CCOC(=O)c1c(C)[nH]c(C(=O)COC(=O)/C=C/c2cccc(OC)c2OC)c1C	3%	nt	-1	28
10	COc1ccc(OCc2nc(N)nc(Nc3ccc(C)cc3)n2)cc1	-3%	5%	2	-11
11	CC1(C(=O)NCCc2c[nH]c3ccccc23)C=CCN1C(=O)c1ccccc1 (configuration not stated)	1%&0%	-6%	nt	31
12	Cc1cc(N2CCN(c3ccccc3Cl)CC2)n2cc(-c3ccccc3)nc2n1	-2%	16%	4	37
13	CCCCN(C(=O)NC(=O)C1=C(N2CCOCC2)/C(=C/c2ccccc2)CC1)S(C)(=O)=O	-13%	-2%	4	?
14	Cc1csc(NC(=O)CSc2nnnn2C)n1	0%	nt	nt	12
15	COC(=O)[C@@]1(Cc2ccc(F)cc2)[C@H]2c3cc(C(=O)N4CCCC4)n(CCc4ccc(OC)c(Br)c4)c3C[C@H]2CN1C(=O)c1ccccc1	-5%	5%	nt	nt
16	CCOC(=O)c1c(C)[nH]c(C(=O)COC(=O)c2cnc(C)cn2)c1C	-2%	-10%	-13	10
17	CCOC(=O)N1CCC(NC(=O)Cn2c3c(c(-c4ccccc4Cl)cc2=O)CCC3)CC1	-3%	-8%	1	-30
18	Cc1c(C(=O)OCC(=O)c2ccc3c(c2)OCCO3)oc2ccccc12	-1%	0%	-2	-13
19	CCNc1nc(NC(C)C)nc(ON=C(C)C)n1	0%	nt	-7	-14
20	CCCNC(=O)c1cccc(Cn2cc(Br)c([N+](=O)[O-])n2)c1	-2%	nt	nt	25
21	S=C(NCCSCc1ccccc1Cl)Nc1ccccc1	?	?	5	47
22	CCOc1cc(C(=O)OCC(=O)Nc2cc(C)on2)cc(OCC)c1OCC	-2%	-4%	2	-11
23	CCOC(=O)c1nnn(-c2nonc2-n2cccc2)c1CN1CCC(C)CC1	2%	-2%	3	43
24	COC(=O)c1ccccc1NC(=O)c1cnn2c(C(F)F)cc(C3CC3)nc12	-8%	-2%	12	-8
25	OC(COCC1COc2ccccc2O1)CN1CCc2ccccc2C1 (configuration not stated)	3%	33%[activator]	6	-17
26	O=C(NCCc1ccccc1)c1nc2ncccn2n1	-5%	4%	0	?
27	COc1cccc(C(=O)OC2CCCN(C)C2)c1 (configuration not stated)	0%	-1%	8	-1
28	COC(=O)c1cccc(NC(=O)CN2CCOCC2)c1	-3%	-7%	1	1
29	CCOC(=O)Nc1ccc2c(c1)ncn2C1CCCCC1	-1%	38%[activator]	14	-23
30	CN1CCN(c2nc(-c3ccccc3)cc(C(F)(F)F)n2)CC1	5%	30%	10	59

An excerpt from above in order of formula weight, falling.
cpd	Structure	ALOX12 inhib	15-hLO-2 inh	IMPase inh	PNC assembly inh
25	OC(COCC1COc2ccccc2O1)CN1CCc2ccccc2C1 (configuration not stated)	3%	33%[activator]	6	-17
10	COc1ccc(OCc2nc(N)nc(Nc3ccc(C)cc3)n2)cc1	-3%	5%	2	-11
2	Oc1c(CN2CCOCC2)ccc(CN2CCOCC2)c1O	-9%[11.4 µM]	18%[11.4 µM]	nt	nt

Going on with the list:
cpd	Structure	ALOX12 inhib	15-hLO-2 inh	IMPase inh	PNC assembly inh
31	O=C(/C=C/c1ccc(O)c(O)c1)c1ccc(S(=O)(=O)N2CCCCCC2)cc1	?	nt	nt	34
32	COc1ccccc1C1CC(c2ccc(C)cc2)Nc2ncnn21 (configuration not stated)	5%	62%[activator]	5	10
33	Cc1ccc(S(=O)(=O)NCc2nnc(SCC(=O)Nc3cccc(C)c3C)n2C)cc1	0%	-6%	-2	14
34	Cc1ccc(NC(=O)C2CCCN(S(=O)(=O)c3c(C)noc3/C=C/N(C)C)C2)cc1F (configuration not stated)	?	8%	7	12
35	O=C(NC(=O)c1ccc(Cl)c(Cl)c1)OC1CCS(=O)(=O)C1 (configuration not stated)	1%	-2%	12	-12
36	O=C(NCc1cccnc1)C1CCCN(S(=O)(=O)c2cccc3nsnc23)C1 (configuration not stated)	1%	nt	nt	98
37	COc1ccccc1-n1c(-c2cn(C)nc2C)n[nH]c1=S	0%	nt	nt	?
38	CCc1ccc(NC(=O)CNC(=O)c2cn(-c3ccccc3OC)c(=O)c3ccccc23)cc1	-11%	9%	2	-11
39	Cc1ccnc(SCC(=O)N2CCN(c3ccccc3)CC2)n1	-2%	nt	7	-14
40	CC[C@H](C)[C@H](NC(N)=O)C(=O)Nc1ccc(C)cc1	5%	nt	-14	-16
41	O=C(N/N=C1\CCCc2ccccc21)c1cccc([N+](=O)[O-])c1	-12%	9%	2	?
42	Cc1ccc(-c2nnc(COc3cccc(-n4cnnn4)c3)o2)cc1	-9%	-3%	17	-103*
43	O=C(/C=C/c1ccccc1)N1c2ccccc2Sc2ccc(C(F)(F)F)cc21	3%	nt	12	14
44	COc1cc(C(O)P(=O)(OCC(C)C)OCC(C)C)cc(OC)c1OC (configuration not stated)	11%	-3%	8	?
45	O=C(Nc1ccc(Cl)cc1C(=O)N1CCOCC1)c1cccc([N+](=O)[O-])c1	1%	nt	nt	-24
46	CCc1c(C)nc2ncnn2c1Nc1ccc(C#N)c(Cl)c1	-9%	1%	1	-13
47	COc1ccc2[nH]c3nc(SCC(=O)Nc4ccc5c(c4)OCO5)nnc3c2c1	0%	?	3	41
48	O=C(OCc1ccccc1)C1CCCN1C(=O)c1ccccc1[N+](=O)[O-] (configuration not stated)	-4%	-11%	6	10
49	CCOC(=O)C1=C(C)N=C2SC(CC)C(=O)N2C1c1cccc(F)c1 (configuration not stated)	-2%	0%	4	-4
50	O=C(Nc1nc(-c2cccs2)cs1)c1cc2ccccc2oc1=O	8%	-5%	2	49
51	COc1cccc(N(CC(=O)NCCSc2ccccc2)S(C)(=O)=O)c1	-2%	6%	5	?
52	CCOC(=O)c1c(CN2CCOCC2)n(C)c2cc(Br)c(O)c(CN(C)C)c12	-3%&-2%	12%&-8%	7&11	?
53	CCCCOc1ccc(C(=O)NCC(=O)OC2CCOC2=O)cc1 (configuration not stated)	-7%	1%	10	1
54	COc1cc(/C=N/NC(=O)c2ccc3ccccc3c2)ccc1Oc1ccc([N+](=O)[O-])cn1	-2%	nt	-3	27
55	Brc1ccc2c(c1)C(c1cccnc1)=NNC(c1cccs1)=N2	-8%	nt	nt	7
56	CC1SCCN1S(=O)(=O)c1ccc2ccccc2c1 (configuration not stated)	9%	nt	10	?
57	CCCONC(=O)Nc1ccccc1[N+](=O)[O-]	-3%	nt	?	?
58	O=C(CS(=O)(=O)c1cn(Cc2ccc(F)cc2)c2ccccc12)N1CCCCC1	0%	nt	-13	-100*
59	Cc1cc2c(N=NC(=O)C3CC3c3ccccc3)c(O)[nH]c2cc1Br (configuration not stated)	0%	nt	nt	0
60	O=C(c1ccc(S(=O)(=O)N2CCOCC2)cc1)N1CCN(c2ccccc2F)CC1	-2%	2%	1	-5

Carrying on:
cpd	Structure	ALOX12 inhib	15-hLO-2 inh	IMPase inh	PNC assembly inh
61	Cc1noc(C)c1C(=O)Nc1nnc(-c2ccccc2)s1	-2%	-4%	4	-2
62	Cc1ccc(S(=O)(=O)OCC(=O)O)cc1	1%[11.4 µM]	-9%[11.4 µM]	nt	nt
63	Cn1c(Cc2csc(N)n2)nnc1SCC(=O)NC1CCCCC1	-4%	-7%	-8	?
64	CCCC(C(=O)NCC1CCCO1)N(Cc1ccco1)C(=O)CNS(=O)(=O)c1ccc(F)cc1 (configuration not stated)	-2%	-1%	8	22
65	CC(C)Oc1ccccc1C1Nc2ccccc2C(=O)N1c1ccc2c(c1)OCCO2 (configuration not stated)	-8%	-10%	4	?
66	COc1ccc(C2C(=O)N(CCc3ccccc3)CC(=O)N2C2CCCC2)cc1 (configuration not stated)	1%	-18%	5	55
67	O=C(Cn1c(C(=O)N2CCN(C3CCCCC3)CC2)cc2sccc21)c1ccccc1	-6%	34%[activator]	0	-27
68	COc1cccc(Cn2c(NCc3cccnc3)nc3c2c(=O)n(C)c(=O)n3C)c1	1%	7%	6	87
69	Cc1nc(Cl)sc1C(=O)Nc1ccccc1	0%	nt	nt	?
70	O=C(Nc1ccon1)c1cnc2sccn2c1=O	1%	1%	-8	-24
71	O=C(CC(NCCc1ccccc1)C(=O)O)Nc1ccc(O)cc1 (configuration not stated)	6%	-13%	-1	?
72	COC(=O)[C@@H]1C[C@H]1[C@@H](NC(=O)c1cc(C)nn1C)c1ccccc1	8%	6%	nt	nt
73	COc1ccc2c(C)c(C(=O)NCC(C)O)oc2c1OC (configuration not stated)	-2%	-1%	-2	31
74	Cc1noc(C)c1S(=O)(=O)N1CCC(Cc2ccccc2)CC1	-6%	1%	1	-24
75	O=C(OCCN1CCN(c2ncc(C(F)(F)F)cc2Cl)CC1)c1ccc(F)cc1	-1%	24%	1	34
76	COc1ccc(/C=N\NC(=O)CCN2CCN(c3ccccc3)CC2)cc1OC	1%	10%	-7	-23
77	Cc1nn(-c2ccccc2)c(/N=C/c2ccccc2O)c1-c1ccccc1	0%	nt	nt	?
78	COc1ccc(C2=CC(=O)OC3(CCCC3)O2)cc1	7%	8%	1	-19
79	Cc1nn(S(=O)(=O)c2ccc(Cl)cc2)c(C)c1Sc1ccc([N+](=O)[O-])cc1	-1%	nt	nt	-15
80	CCN(CC)c1ccc2cc(C(N)=O)c(=O)oc2c1	-3%	nt	4	-105*
81	Cc1ccc(NC(=O)COC(=O)c2ccc3c(c2)NC(=O)C2CCCN32)cc1 (configuration not stated)	4%	-4%	-5	0
82	CCOC(=O)C1CCN(Cc2coc3ccc(Cl)cc3c2=O)CC1	1%	-14%	-3	-81*
83	CCc1c(C)nc(N)n2c(SCC(=O)N3CCCc4ccccc43)nnc12	7%	-1%	1	?
84	COc1ccc(N2CCN(C(=O)CSc3ncnc4c3cnn4-c3ccc(OC)cc3)CC2)cc1	-8%	2%	-8	5
85	CCCc1[nH]nc2c1C(C1CCCCC1)C(C#N)=C(N)O2 (configuration not stated)	-18%	-4%	4	31
86	Cc1c(C(=O)OC(C)C)sc(NC(=O)c2cccnc2)c1C#N	3%	-11%	-4	69
87	Cc1ccc2c(c1)c1ncnc(N3CCN(c4ccccc4)CC3)c1n2C	-13%	21%	8	10
88	CC(C)C(c1nnnn1C1CCCCC1)N1CCOCC1 (configuration not stated)	-4%	3%	0	-15
89	N#Cc1ccc(CN2CCC3(CC2)CCN(C(=O)c2ccncc2)CC3)cc1	0%	2%	nt	nt
90	CC1(C(=O)OCC(=O)N2c3ccccc3Sc3ccccc32)CC1(Cl)Cl (configuration not stated)	-3%	nt	12	-11
91	COc1ccc(C(CC(=O)c2ccccc2)S(=O)(=O)c2ccccc2)cc1 (configuration not stated)	3%	nt	nt	10

Results in ALOX12 inhib and IMPase inh, for some of the entries so far:
no.	structure	ALOX12 inhib	IMPase inh
61	Cc1noc(C)c1C(=O)Nc1nnc(-c2ccccc2)s1	-2%	4
76	COc1ccc(/C=N\NC(=O)CCN2CCN(c3ccccc3)CC2)cc1OC	1%	-7
